ssDAF-12 act: activates DAF-12 receptor from parasite S. stercoralis; HEK293 ssDAF-12/GRIP1 lit1-tk-luc reporter, luminescence; % of 3 µM dafachronic acid response; activation, % at 6.8 µM; 370,000 compounds, 1% hits;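 active = activation above the mean over all tested compounds plus 3 SD, cut at about 0.9% in these data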;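 also: 0% = DMSO-only wells and 100% = 3 µM delta7-dafachronic acid wells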
ADAM10 inh: inhibits human ADAM10; AID 720582; inhibition, % at 7 µM; recombinant ADAM10, EDANS/DABCYL FRET peptide cleavage, 3 h; 370,000 compounds, 0.62% hits; O14672;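 active = inhibition above a per-campaign cutoff equal to the mean of compounds falling between control-based bounds plus 3 SD, cut at about 20% in these data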;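 also: 0% = DMSO wells while the 100% control is not disclosed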
FXN GAA850 act: frataxin GAA850 promoter activation; 360,000 compounds, 0.56% hits; activation, % at 6 µM; HEK293 lucGAA850 FXN promoter luciferase reporter, 24 h; percent of 10 µM SAHA response;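 active = activation above the average of all compounds screened plus 3 SD, cutoff fixed separately per campaign, cut at about 7.5% in these data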;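 also: 0% = DMSO wells and 100% = 10 µM SAHA wells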
hcDAF12 agonist: activates DAF-12 receptor from parasite H. contortus; HEK293 hcDAF-12 lit1-tk-luc reporter, luminescence; 0% DMSO, 100% Δ7-dafachronic acid; 370,000 compounds, 1.4% hits; AID 652067; activation, % at 6.8 µM;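 active = activation above the mean of all tested compounds plus 3 SD, cut at about 5.5% in these data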;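 also: 100% = response to 3 µM Δ7-dafachronic acid high control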
DAX1 inh-1: inhibits human nuclear receptor DAX1; inhibition, % at 6.75 µM; 340,000 compounds, 0.99% hits; AID 504766; HEK293 Gal4-DAX1 luciferase reporter, luminescence; P51843;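 active = inhibition above the mean over all tested compounds plus 3 SD, cut at about 4.2% in these data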;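 also: 0% = DAX1-transfected cells with DMSO and 100% = empty-vector control cells with DMSO; inhibition shows as a rise in luminescence from relieved DAX1 repression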
PLC-beta3 inh: inhibitors of human phospholipase C beta3; Q01970; Purified PLC-beta3, fluorogenic substrate, fluorescence; inhibition, % at 12.2 µM; 370,000 compounds, 0.18% hits; in the data active = inhibition above about 11%;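 also: 0% = median of compound wells on plate and 100% = full blocker control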
DAX1 inh-2: blocks DAX1 repression of SF-1 activated StAR promoter; HEK293T StAR-luciferase reporter, SF-1/DAX-1 repression relief; inhibition, % at 6.8 µM; 370,000 compounds, 1.1% hits; AID 652010;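 active = inhibition above the mean over all tested compounds plus 3 SD, cut at about 3.6% in these data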;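 also: 0% = DAX-1 cells with DMSO and 100% = cells lacking DAX-1 with DMSO; higher inhibition means more luminescence from relief of DAX-1 repression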
PLC-gamma1 inh: blocks human PLC-gamma1 enzyme activity. P19174. purified PLC-gamma1, fluorogenic substrate, fluorescence. inhibition, % at 12.2 µM. 370,000 compounds, 0.84% hits. AID 720700; in the data active = inhibition above about 9.5%
Target sequence (P19174 whole entry, looked up): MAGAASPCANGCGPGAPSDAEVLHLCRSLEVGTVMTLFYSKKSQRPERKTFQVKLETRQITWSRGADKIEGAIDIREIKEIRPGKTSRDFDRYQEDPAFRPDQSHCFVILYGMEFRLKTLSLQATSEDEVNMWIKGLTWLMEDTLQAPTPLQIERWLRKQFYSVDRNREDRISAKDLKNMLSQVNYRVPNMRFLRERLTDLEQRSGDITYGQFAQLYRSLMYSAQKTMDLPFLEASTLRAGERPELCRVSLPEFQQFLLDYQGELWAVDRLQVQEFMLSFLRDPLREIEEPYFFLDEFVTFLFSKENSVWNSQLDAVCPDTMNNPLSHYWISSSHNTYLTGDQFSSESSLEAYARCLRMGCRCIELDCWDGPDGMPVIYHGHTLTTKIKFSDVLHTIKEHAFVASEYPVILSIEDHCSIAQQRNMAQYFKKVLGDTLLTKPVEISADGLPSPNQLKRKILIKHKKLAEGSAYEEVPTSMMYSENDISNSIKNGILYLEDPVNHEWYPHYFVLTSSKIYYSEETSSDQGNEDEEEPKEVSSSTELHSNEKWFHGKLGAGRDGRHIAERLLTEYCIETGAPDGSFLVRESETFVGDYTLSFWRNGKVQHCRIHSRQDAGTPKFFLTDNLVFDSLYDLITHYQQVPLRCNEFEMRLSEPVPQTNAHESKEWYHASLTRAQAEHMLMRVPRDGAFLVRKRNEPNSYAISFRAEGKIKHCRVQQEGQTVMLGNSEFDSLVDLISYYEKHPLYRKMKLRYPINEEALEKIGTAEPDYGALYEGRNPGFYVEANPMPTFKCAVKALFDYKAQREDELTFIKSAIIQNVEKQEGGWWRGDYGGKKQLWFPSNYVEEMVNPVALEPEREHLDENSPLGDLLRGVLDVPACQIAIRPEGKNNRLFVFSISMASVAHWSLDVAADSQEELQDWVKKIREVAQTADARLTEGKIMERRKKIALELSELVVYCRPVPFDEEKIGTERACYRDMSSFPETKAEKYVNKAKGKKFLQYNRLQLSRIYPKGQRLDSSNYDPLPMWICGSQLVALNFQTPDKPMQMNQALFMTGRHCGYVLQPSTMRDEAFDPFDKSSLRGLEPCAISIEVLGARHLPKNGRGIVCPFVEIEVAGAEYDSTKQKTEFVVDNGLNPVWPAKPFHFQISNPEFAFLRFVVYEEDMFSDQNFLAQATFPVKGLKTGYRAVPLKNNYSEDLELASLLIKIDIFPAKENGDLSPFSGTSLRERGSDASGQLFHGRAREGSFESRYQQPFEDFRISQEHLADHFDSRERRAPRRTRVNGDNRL
HGIII-sPLA2 inh: Inhibits HGIII-sPLA2 liposome hydrolysis, primary screen; 370,000 compounds, 0.56% hits; AID 743126; QFRET BODIPY PC-A2 liposome hydrolysis, fluorescence; Q9NZ20; inhibition, % at 12.2 µM;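 active = inhibition above mean plus 3 SD of compounds lying within the high and low control bounds, cut at about 19% in these data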;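 also: 0% = median of test compound wells and 100% = no enzyme DMSO wells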
ADAM17 inh: inhibitors of human ADAM17. 370,000 compounds, 0.83% hits. AID 720648. recombinant ADAM17, EDANS/DABCYL FRET peptide cleavage. inhibition, % at 6.95 µM;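 active = inhibition above the mean of compounds lying between control limits plus 3 SD, set per campaign, cut at about 8.5% in these data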;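 also: 0% = DMSO-only wells as the low control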
hgDAF12 agonist: activates the H. glycines DAF-12 receptor ligand-binding domain. 370,000 compounds, 1.8% hits. activation, % at 6.8 µM. AID 687014. HEK293 GAL4-hgDAF12 UAS-luciferase reporter, agonist luminescence; normalized to butyrate control;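 active = activation above a cutoff set at the mean of all screened compounds plus 3 SD, cut at about 10% in these data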;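 also: 0% = DMSO wells and 100% = sodium butyrate wells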
* marks the source's active call; other numbers are inactive results; i = inactive; · = no result given.

Values run as follows: ssDAF-12 act | ADAM10 inh | FXN GAA850 act | hcDAF12 agonist | DAX1 inh-1 | PLC-beta3 inh | DAX1 inh-2 | PLC-gamma1 inh | HGIII-sPLA2 inh | ADAM17 inh | hgDAF12 agonist
- O=C(N/N=C/c1ccc(Br)s1)c1c[nH]c2ccccc12
 : -0.5 | -4 | 4.0 | 5.3 | 0.4 | -6 | 0.5 | -8 | -4 | 1 | 7.9
- O=C(CSc1nnc(Cc2ccccc2)o1)N1CCOCC1
 : -1.4 | -2 | -1.2 | -1.4 | -0.5 | -2 | 0.4 | 2 | 10 | -5 | 1.2
- CCOC(=O)c1c(-c2ccc(C)cc2)cn2ccccc12
 : -1.2 | i | 0.9 | -2.1 | 0.6 | -292 | -1.7 | -246 | 7 | -319 | -0.5
- O=c1[nH]c(C(F)(F)F)nc2ccccc12
 : -1.0 | 0 | 0.7 | -0.8 | 1.8 | -1 | -0.2 | -2 | 0 | -2 | -0.1
- COc1ccc(CCC(=O)NCC(=O)OCc2ccccc2)cc1
 : -0.3 | -5 | 5.0 | -1.0 | 0.1 | -2 | 0.2 | 1 | -2 | -4 | 1.9
- CS(=O)(=O)N(CC(=O)N1CCCC1)c1ccc(Cl)cc1Cl
 : -0.9 | 5 | 0.1 | 0.4 | 2.7 | -1 | 0.1 | 3 | 7 | 0 | -0.3
- CC(c1ccccn1)N(C)C(=O)c1ccc2nc(Cc3cccc(Cl)c3)oc2c1 (centres undefined)
 : 0.1 | 4 | 2.8 | 1.1 | 0.6 | -5 | 1.5 | -2 | -44 | 1 | 6.0
- COc1cc(C2CC(=O)N3CN(Cc4ccco4)CSC3=C2C#N)ccc1OCc1ccccc1 (centres undefined)
 : -0.3 | 6 | 1.5 | 3.3 | 0.4 | -9 | 0.6 | -7 | -14 | 0 | -3.9
- Cc1ccc(CSCc2ccc(C(=O)NCCCN3CCOCC3)o2)cc1
 : -1.5 | -3 | -0.7 | -1.3 | 1.9 | -4 | -0.8 | 0 | -4 | 0 | -2.6
- c1ccc2c(c1)CSc1ccccc1N2
 : -1.2 | 21* | 3.6 | 0.3 | · | 4 | 0.2 | 5 | 9 | 8 | 3.2
- COc1ccc(C(CC(=O)N2CCCCC2)c2c(O)cc(OC)cc2OC)cc1 (centres undefined)
 : -0.6 | 3 | 0.0 | 0.2 | 1.3 | 2 | -0.2 | -1 | -3 | -4 | -1.0
- COc1ccc(S[C@]2(C(=O)N(C)C)CC(=O)N(c3ccccc3)[C@@H]2c2ccc(OC)cc2)cc1
 : -0.1 | 4 | · | 2.1 | · | -1 | -0.8 | 0 | -10 | 0 | 12*
- COC(=O)C1=C(C)N(C)C(=NCc2cccc(C(F)(F)F)c2)NC1c1ccccc1C(F)(F)F (centres undefined)
 : -1.2 | -2 | · | -0.9 | · | 6 | 1.1 | 0 | -13 | 2 | -0.3
- CCOC(=O)c1c(C)[nH]c(C)c1C(=O)COC(=O)/C=C/c1ccco1
 : -1.1 | -12 | -1.2 | -0.5 | -0.6 | -12 | -1.8 | -2 | 4 | -4 | 0.1
- CCNC(=S)NNC(=O)c1ccccn1
 : -1.4 | -2 | -1.4 | 0.1 | -1.3 | 5 | -0.4 | 0 | 4 | 2 | -0.4
- CC(C)NC(=O)N(C)C[C@H]1Oc2ccc(NS(=O)(=O)c3ccc(Cl)cc3)cc2CC(=O)N([C@@H](C)CO)C[C@@H]1C
 : -1.4 | 0 | 1.0 | -0.6 | 0.6 | 4 | 0.0 | 3 | -2 | 0 | -0.6
- CC(C)n1c(C(O)c2ccccc2)nc2ccccc21 (centres undefined)
 : -1.2 | 5 | 0.7 | 0.2 | -0.3 | 0 | -0.3 | -1 | 0 | -5 | 0.8
- CCOC(=O)C1CCN(Cc2ccc(Cl)c(Cl)c2)CC1
 : -1.2 | -2 | 1.7 | -2.6 | -0.4 | 4 | 0.3 | 2 | 0 | -1 | -1.4
- CC(=O)NS(=O)(=O)c1ccc(NC(=O)/C=C/c2cn(-c3ccccc3)nc2-c2ccccc2)cc1
 : -1.1 | -10 | -10 | -2.0 | -1.3 | -35 | 0.6 | -22 | -52 | -4 | -1.1
- O=C(Cn1c(=O)[nH]c2ccsc2c1=O)NC1CCCCCC1
 : -1.5 | 0 | -3.4 | 0.1 | 7.3* | -1 | 0.6 | 3 | 1 | -2 | 3.1
- CC1CCCCC1NC(=O)CSc1nnnn1-c1ccccc1 (centres undefined)
 : -1.4 | -5 | -0.7 | 0.1 | 0.5 | 0 | -0.1 | 3 | -1 | -1 | -0.6
- COc1cc(Cl)ccc1OC1(C)CCN(Cc2c(F)cccc2F)C1 (centres undefined)
 : -1.4 | -5 | 1.4 | -1.4 | · | 0 | 0.1 | 1 | 2 | -3 | -1.8
- CC1=NN(C(=O)c2ccco2)C(O)(c2ccccc2)C1 (centres undefined)
 : 1.0* | -3 | 5.4 | 3.3 | 6.3* | -3 | 0.6 | -2 | -6 | -2 | 11*
- COCC(=O)Nc1nc(-c2ccccc2)c(C)s1
 : -1.1 | 1 | 2.0 | -3.1 | -0.2 | 5 | 0.3 | 5 | -2 | 0 | -0.8
- O=C(NNC(=O)c1cc(-c2ccccc2)n(-c2ccccc2)n1)c1cccc([N+](=O)[O-])c1
 : -0.8 | 10 | 2.0 | 0.7 | -0.5 | 3 | -0.1 | 3 | -15 | 4 | -1.3
- Cc1ccc(N(CC(O)CN2CCCCC2)S(=O)(=O)c2ccc(C)cc2)cc1 (centres undefined)
 : -0.9 | -8 | -1.0 | 0.9 | 0.4 | -6 | 0.7 | 2 | 0 | 2 | -1.6
- Cc1ccc(S(=O)(=O)/N=C2/NC(=O)/C(=C/c3cc([N+](=O)[O-])ccc3O)S2)cc1
 : -0.8 | 13 | 0.7 | 0.2 | 0.3 | -291 | 0.2 | -184 | -37 | 8.6* | -1.6
- O=C(CCCC1=NS(=O)(=O)c2ccccc2N1)N1CCN(c2ccccc2Cl)CC1
 : -0.6 | 3 | · | -2.0 | · | 2 | -1.5 | 1 | -12 | -1 | -3.0
- CCOn1c(=O)c(-c2cccc(Br)c2)[n+]([O-])c2ccccc21
 : -1.2 | -26 | -0.4 | 2.0 | 0.3 | -33 | 0.1 | -20 | 1 | -12 | 0.3
- O=C(CN(Cc1cccs1)C(=O)CNS(=O)(=O)c1ccccc1)NCc1ccco1
 : -1.4 | 1 | 1.1 | -0.3 | 0.5 | -1 | -0.3 | -2 | 0 | -2 | -2.4
- CC(=O)Oc1ccc(N(C(C)=O)S(=O)(=O)c2ccc(C)c([N+](=O)[O-])c2)cc1
 : -1.6 | -6 | 0.4 | -1.7 | -0.2 | -7 | -0.8 | 1 | 5 | -2 | -5.2
- Cc1cc(=O)oc2cc(OCC(=O)Nc3c(Cl)cccc3C(F)(F)F)ccc12
 : -1.3 | -75 | -2.5 | -2.2 | -1.8 | -10 | -2.7 | -4 | 3 | -20 | -7.3
- COc1ccc(C(NC(=O)C(C)C)c2ccc3cccnc3c2O)cc1 (centres undefined)
 : -2.2 | 9 | -13 | -3.2 | -4.5 | -35 | -3.6 | -20 | 23* | 0 | -11
- Cn1c(NCCN2CCCCC2)cc(=O)n(C)c1=O
 : -0.1 | 6 | 4.5 | -1.5 | 0.0 | -1 | -0.1 | 2 | 7 | -3 | 0.5
- CCOC(=O)c1c(C)oc(C)c(C(=O)OCC)c1=O
 : -1.2 | -5 | 1.5 | -1.1 | 0.9 | -3 | -0.2 | 4 | -2 | -1 | 0.6
- O=C(NCC1CCCO1)c1cccc(S(=O)(=O)N(Cc2ccccc2)c2ccccc2)c1 (centres undefined)
 : -1.1 | 9 | 1.8 | -1.1 | 0.3 | 0 | -1.7 | -1 | -6 | 1 | -0.7
- O=C(CNC(=O)c1ccccc1F)OCCOc1cccc(Cl)c1
 : -0.7 | 5 | 2.1 | -0.7 | 1.8 | -6 | -0.2 | 4 | -3 | 1 | 1.8
- CCCCCNC(=O)C1CC(=O)OC12CCCCC2 (centres undefined)
 : -1.8 | 1 | 2.8 | -0.5 | 0.7 | 6 | -0.4 | 5 | 2 | -1 | -1.5
- O=C(OCC(=O)c1ccccc1)C1=NN(c2ccccc2)C(=O)CC1
 : -0.9 | 2 | 0.5 | 0.7 | 1.4 | -1 | -0.8 | 0 | 1 | -4 | 3.0
- N#Cc1sc2nc(N3CCCCC3)c3c(c2c1N)CCCC3
 : -1.4 | -43 | 7.6* | 0.5 | -0.8 | -84 | -0.1 | -67 | 13 | -15 | -1.0
- Cc1ccc(-c2noc(CN3C(C)CCCC3C)n2)cc1 (centres undefined)
 : -1.1 | -10 | 0.5 | -0.3 | 0.2 | -10 | 2.0 | -6 | 0 | -1 | 0.8
- COc1ccc2c(c1)CCC1C2CCC2(C)C(O)C(=O)CC12 (centres undefined)
 : -0.9 | -9 | 0.1 | -1.3 | -1.2 | -4 | -0.1 | -1 | 2 | -5 | -0.3
- CNc1nc(N)c(C(=O)C(C)(C)C)s1
 : -0.7 | 3 | 1.6 | -0.9 | 4.2 | 4 | -0.1 | 1 | 8 | -2 | 0.2
- COc1ccc(N(CC(=O)NCc2ccccc2)S(C)(=O)=O)cc1
 : -0.3 | 1 | 1.7 | 1.2 | 0.6 | 3 | 0.2 | -1 | -5 | 0 | 1.7
- CCn1ccc(C(=O)Nc2ccc(N(C)C(C)=O)cc2)n1
 : -0.8 | 0 | 5.1 | -0.2 | 3.1 | 4 | -0.1 | 0 | 6 | -3 | 1.2
- CCN(C(=O)CSc1nnc(-c2ccc(OC)cc2)n1C(C)C)C1CCS(=O)(=O)C1 (centres undefined)
 : -0.7 | -20 | -0.5 | 1.3 | -0.3 | 5 | 0.4 | -1 | 14 | -3 | 5.4
- CCC(=O)N1CCCC(C)(C(=O)Nc2ccc(OC)c(F)c2)C1 (centres undefined)
 : -1.4 | -12 | 0.9 | 0.5 | · | 1 | 1.4 | -1 | 5 | 1 | 1.2
- Cc1ccc(N=C2NC(=O)/C(=C/c3cccnc3)S2)cc1C
 : 0.4 | -3 | -0.4 | -0.3 | -0.1 | -5 | -0.5 | -1 | 7 | -2 | -1.6
- COc1ccc([N+](=O)[O-])cc1NC(=O)COC(=O)c1ccccc1C(=O)c1ccccc1
 : -1.6 | -1 | -2.4 | -0.8 | 2.2 | 1 | -0.5 | 4 | -4 | -3 | 0.6
- Cn1c(SCC(=O)NC2CCCC2)nnc1-c1ccc(S(=O)(=O)N2CCOCC2)cc1
 : -0.9 | -2 | -0.5 | 0.1 | 0.9 | 2 | -0.2 | 3 | 0 | 0 | -2.0
- CCCN=Cc1c(CCC)[nH]n(-c2nc3ccccc3s2)c1=O
 : -1.7 | 0 | 2.0 | -0.6 | 0.8 | 6 | 0.0 | 5 | -4 | -1 | 0.0

Screening results: PubChem, The Scripps Research Institute Molecular Screening Center
